LDHA inh = blocks human lactate dehydrogenase A. activity change, % (values are at about 110 or 230 µM). purified LDHA, NADH/diaphorase-resazurin fluorescence; hits give low values. hit rate 0.15% among 480,000. AID 1347041; in the data active means activity change below about -30%; inconclusive means mostly about -25% to -30%;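 further: plate controls were DMSO wells for no effect and wells without enzyme for full effect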
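LDH5 2 nM; NADH 0.06 mM, pyruvate 0.2 mM; 200 mM Tris pH 7.4, EDTA, Tween-20; 5 min RT. Detection: diaphorase 0.133 mg/mL + resazurin 37 µM, fluorescence ex540/em590 at 0 and 20 min; normalized to enzyme-free and DMSO wells.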
rTrxR1 inhibitor = rat TrxR1 inhibition. O89049. recombinant rTrxR1, NADPH fluorescence consumption, selenite substrate. Potency, µM (top dose mostly 114 µM), for inactives: at the top dose activity change, negative = inhibition, hits mostly inhibitors. hit rate 1% among 390,000. AID 588453; further: potency means the concentration at half of the fitted maximal effect; on the % scale 0 is the no-effect control and ±100 the full control effect; nearly all actives have a fitted effect of over 65% in size
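Rat TrxR1 (90 nM in the dispensed reagent) was pre-reduced with 400 uM NADPH for 5 min at room temperature, then incubated with compound for 15 min. After 400 uM selenite was added, NADPH fluorescence (Ex 340/Em 450 nm) was followed for 8 min.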
RGS4 inhibitor = inhibitors of human regulator of G protein signaling 4; P49798; Transcreener GDP fluorescence polarization, RGS4-accelerated GTP hydrolysis; Potency, µM (series often up to 114 µM), for inactives: top-dose activity change, negative = inhibition, hits mostly inhibitors; hit rate 0.039% among 390,000; further: potency means the concentration at half of the fitted maximal effect; on the % scale 0 is the no-effect control and ±100 the full control effect; nearly all actives have a fitted effect of over 75% in size; some results filed as inactive show a strong effect at the top dose
Target sequence (P49798 whole entry, looked up): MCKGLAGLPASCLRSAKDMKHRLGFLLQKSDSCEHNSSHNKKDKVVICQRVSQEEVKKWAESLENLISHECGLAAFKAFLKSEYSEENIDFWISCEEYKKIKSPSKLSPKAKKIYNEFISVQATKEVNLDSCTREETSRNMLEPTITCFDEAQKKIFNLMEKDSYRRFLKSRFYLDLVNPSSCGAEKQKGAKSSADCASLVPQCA
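MLSMR compounds (23 nl, pin-transferred) preincubated 10 min at room temperature with a 500nM (2x) first reagent, then RGS4 at 900nM (2x) plus Transcreener GDP mix added; fluorescence polarization (620/688 nm) read before and after 90 min at 30 °C.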
TrxR1 substrate = rat thioredoxin reductase 1 substrate activity; Potency, µM (top dose mostly 114 µM), for the others: top-dose activity change, negative = substrate turnover; hit rate 0.01% among 390,000; O89049; purified TrxR1 substrate turnover, NADPH consumption readout; further: potency means the concentration at half of the fitted maximal effect; on the % scale 0 is the no-effect control and ±100 the full control effect; nearly all actives have a fitted effect of over 50% in size
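Rat TrxR1, dispensed at 90 nM, was prereduced with 400 uM NADPH (final) for 5 min at ~22 deg C, then incubated with compound 15 min before 400 uM selenite. A first-read NADPH fluorescence drop versus no-compound background flagged substrates.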
Vif-APOBEC3G blk = blocks the Vif interaction with human APOBEC3G; Q9HC16; HeLa A3G-eYFP + Vif (tagged APOBEC3G with the HIV-1 protein that degrades it), YFP fluorescence, overnight; Potency, µM (titrated, usually from 46.1 µM), inactives show top-dose activity, negative = active, actives largely listed as inhibitors; hit rate 0.076% among 410,000;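 further: potency means the concentration at half of the fitted maximal effect; on the % scale 0 is the no-effect control and ±100 the full control effect; nearly all actives have a fitted effect of over 60% in size; hits raise eYFP signal because A3G escapes Vif-driven loss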
Target sequence (Q9HC16 whole entry, looked up): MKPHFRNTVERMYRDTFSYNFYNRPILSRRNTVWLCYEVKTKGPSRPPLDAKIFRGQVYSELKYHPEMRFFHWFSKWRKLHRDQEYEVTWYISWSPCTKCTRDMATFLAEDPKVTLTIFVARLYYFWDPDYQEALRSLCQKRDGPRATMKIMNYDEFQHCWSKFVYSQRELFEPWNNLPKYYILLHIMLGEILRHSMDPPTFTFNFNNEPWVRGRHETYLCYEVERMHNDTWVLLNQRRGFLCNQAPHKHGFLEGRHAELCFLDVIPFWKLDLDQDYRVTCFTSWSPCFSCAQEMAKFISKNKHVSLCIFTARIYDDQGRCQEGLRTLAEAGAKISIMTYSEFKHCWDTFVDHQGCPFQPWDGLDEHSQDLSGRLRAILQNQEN
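Read-out is eYFP fluorescence (Ex 488/Em 500-530) from Vif-expressing HeLa A3G-eYFP cells; more signal means A3G escaped Vif-mediated degradation. Cells plated overnight, compound pinned in, incubated overnight at 37 deg C.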
GRP78 ERSR act = inducers of ER stress response in human glioma cells; U87-MG GRP78 promoter luciferase reporter, 16 h; Potency, µM, without a hit: at the highest dose activation, usual class: activators; hit rate 0.02% among 420,000; AID 602332; further: potency means the concentration at half of the fitted maximal effect; series mostly up to about 76 µM; % of control where 0% means no effect; nearly all actives have a fitted effect of over 35% in size
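Stably transfected U87-MG human glioma cells carrying a GRP78-based luminescent sensor were seeded at 1000 cells/well, pin-dosed with compounds and incubated 16 h. Luciferase reagent was then added, and end-point luminescence was read after 10 min at room temperature.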
Vif-APOBEC3F blk = inhibitors of Vif-A3F interaction; HeLa A3F-eYFP + Vif (tagged APOBEC3F with the HIV-1 protein that degrades it), YFP fluorescence increase; Potency, µM (top dose mostly 46.1 µM), for the others: at the highest dose activity, negative = active; hit rate 0.2% among 390,000; further: potency means the concentration at half of the fitted maximal effect; % of control where 0% means no effect; nearly all actives have a fitted effect of over 65% in size
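HeLa cells stably expressing A3F-eYFP plus Vif, plated and incubated overnight at 37 deg C, then exposed to compounds overnight at 37 deg C. Blocked degradation read as raised yellow fluorescence (Ex 488/Em 500-530).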
USP1 inh = inhibitors of human USP1/UAF1 deubiquitinase. recombinant USP1/UAF1, Ub-Rhodamine cleavage fluorescence. hit rate 0.23% among 390,000. Potency, µM (doses to about 57.1 µM), for inactives: at the top dose activity change, negative = inhibition, usual class: inhibitors; further: potency means the concentration at half of the fitted maximal effect; on the % scale 0 is the no-effect control and ±100 the full control effect; nearly all actives have a fitted effect of over 60% in size; inactives centre near -12
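1 nM enzyme complex + cpd, 15 min RT; start with Ub-Rho 150nM final; kinetic fluorescence ex 480/em 540, 6 reads q60 s. Buffer 50mM HEPES pH 7.8, 0.5mM EDTA, 0.1 mg/ml BSA, 1mM TCEP, 0.01% Tween-20.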
IDH1 R132H inh = blocks human mutant IDH1 R132H enzyme; Potency, µM (highest dose often 76.6 µM), without a hit: top-dose activity change, negative = inhibition, usual class: inhibitors; O75874; hit rate 0.093% among 390,000; IDH1-R132H enzyme, NADPH consumption, diaphorase/resazurin fluorescence; further: potency means the concentration at half of the fitted maximal effect; on the % scale 0 is the no-effect control and ±100 the full control effect; nearly all actives have a fitted effect of over 65% in size
Target sequence (O75874 whole entry R132H, stated change not applied): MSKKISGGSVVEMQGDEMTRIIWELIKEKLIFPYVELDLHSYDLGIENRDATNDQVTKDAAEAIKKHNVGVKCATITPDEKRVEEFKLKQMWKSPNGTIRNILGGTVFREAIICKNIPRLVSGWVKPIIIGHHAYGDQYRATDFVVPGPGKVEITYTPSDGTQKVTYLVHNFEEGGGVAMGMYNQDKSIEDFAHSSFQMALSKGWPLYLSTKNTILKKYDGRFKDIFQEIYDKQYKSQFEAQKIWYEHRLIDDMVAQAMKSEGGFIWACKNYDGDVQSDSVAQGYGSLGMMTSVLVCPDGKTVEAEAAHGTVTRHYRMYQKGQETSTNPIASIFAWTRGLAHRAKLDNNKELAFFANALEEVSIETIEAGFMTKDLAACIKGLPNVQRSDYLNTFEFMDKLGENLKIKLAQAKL
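IDH1-R132H (0.5 ug/mL dispensed) in pH 7.5 Tris buffer was preincubated 30 min with compound, then given a substrate mix of 0.016 mM NADPH and 2 mM alpha-KG for 80 min at room temperature; remaining NADPH was read by diaphorase/resazurin fluorescence.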
* = called active by the depositor; ? = inconclusive; . = no result given; & = joins results of further samples; [ ] = remark or other dose. Unless noted, the call rests on the fitted dose curve; in most records, active means well fitted curve in the direction sought with a large enough effect; inconclusive means small, poorly fitted or top-dose-only effect, or another doubt; inactive means no such curve, though single readings can be large; an effect the other way counts as inactive or inconclusive. A portion of the library; the hit share may differ from the screen's.

compound	LDHA inh	rTrxR1 inhibitor	RGS4 inhibitor	TrxR1 substrate	Vif-APOBEC3G blk	GRP78 ERSR act	Vif-APOBEC3F blk	USP1 inh	IDH1 R132H inh
CCC(=O)Nc1ccc(OCc2nnc3c4ccccc4c(C)nn23)cc1	-2.3	14.5%[57.1 µM]	-17.6%	6.0%[57.1 µM]	0.5%	-3.5%	-4.2%	-15.9%	16.2%
CC(C)CCOC(=O)C1C(c2ccccc2)C(C(=O)O)C1c1ccccc1 (stereo not drawn)	-10.1	15.6%	16.1%	2.7%	-2.4%	-2.8%	7.7%	-10.4%	-1.5%
O=C(NC1CC1)c1cccc(NC(=O)C2CCN(S(=O)(=O)c3cccc(C(F)(F)F)c3)CC2)c1	-13.3	14.1%	-20.1%	2.1%	0.2%	-2.9%	0.8%	-13.5%	3.1%
CC1CCN(Cc2nc(Cl)c3c4c(sc3n2)CCC4)CC1	-4.3	31.6µM*	2.7%	1.4%	0.7%	0.4%	-0.5%	-9.9%	-3.0%
CCOC(=O)/C=C(\C)Sc1cc(O)c2ccccc2c1O	16.8	?	?	-25.8%	?	-13.3%	22.4µM*	7.94µM*	26.0%
CCCCSc1nc(O)c(C2OC(=O)c3c2ccc(OC)c3OC)c(=O)n1C (stereo not drawn)	2.1	1.1%[57.1 µM]	?	16.1%[57.1 µM]	-14.6%	1.5%	-6.1%	-8.5%	3.0%
O=c1c([N+](=O)[O-])cn(Cc2ccccc2)c(=O)n1Cc1ccccc1	-7.3	2.0%[2.29 µM]	-3.4%	-1.3%[2.29 µM]	5.3%	-2.3%	-0.9%	?	-5.0%
CN(Cc1nnc(-c2ccc(F)cc2)o1)c1ccccc1	-2.2	15.7%	11.4%	3.8%	-3.8%	2.7%	1.9%	-21.6%	4.9%
COc1cc(CNC(=O)C2CCC(=O)N(C3CCCCCC3)C2)cc(OC)c1 (stereo not drawn)	-0.9	12.2%	-21.2%	1.9%	1.5%	4.3%	-2.9%	-16.8%	0.0%
O=C(CSc1nc2ccccc2c(=O)n1-c1ccc(F)c(Cl)c1)Nc1cccc(S(=O)(=O)N2CCOCC2)c1	-5.1	14.4%	?	2.3%	-1.2%	-4.2%	0.3%	-11.9%	4.9%
Cc1ccc(S(=O)(=O)/N=C2/C=C(C3C(=O)CC(C)(C)CC3=O)C(=O)c3ccccc32)cc1	34.3	17.8µM*	?	-6.9%	-10.2%	0.0%	-0.2%	?	-0.7%
CCOc1ccc(S(=O)(=O)NCc2cccnc2)cc1C	-8.8	-6.1%[57.1 µM]	-3.0%	-4.3%[57.1 µM]	0.3%	-0.6%	-2.7%	-12.3%	2.2%
CCCC(=O)OCc1cnc(C)c2oc(=O)c(C(=O)Nc3ccccc3)cc12	-6.7	1.3%[57.1 µM]	17.9%	-3.4%[57.1 µM]	-1.4%	-1.1%	-4.8%	-4.8%	-0.5%
Cc1cc(Cl)ccc1NNC(=O)CCc1ccccc1	5.5	10.6%	-7.9%	1.3%[57.1 µM]	1.2%	-5.9%	5.3%	?	2.2%
Cc1ccc2nc(N(CCN3CCOCC3)C(=O)CCS(=O)(=O)c3ccccc3)sc2c1	-7.0	-27.8%	-17.6%	0.6%	-28.7%	-1.9%	-4.6%	-18.6%	0.5%
CC1(C)CC(=O)C=C(Nc2cccc(F)c2)C1	-3.0	20.4%	-16.3%[56.9 µM]	-0.6%	-7.0%	-2.5%	0.5%	-15.9%	8.3%
CC(C)(CNC(=O)c1ccccc1F)CNC(=O)c1ccccc1F	-7.6	29.2%	-2.2%	12.1%	3.3%	-0.1%	5.0%	-27.0%	-4.7%
NC(=O)C1CCN(c2ncnc3c2c(-c2ccccc2)cn3-c2ccccc2)CC1	0.3	1.3%	-21.3%	0.1%	-21.2%	-5.9%	5.2%	-23.5%	?
COC1=C/C(=C/c2c(N)n3c(nc2=O)sc2cc(S(C)(=O)=O)ccc23)C=CC1=O	-7.0	-15.4%	19.5%	-17.0%	?	6.5%	?	?	6.1%
CC(=O)Nc1ccc(NC(=O)COC(=O)Cn2cnc3ccccc32)cc1	-8.0	8.7%[57.1 µM]	14.5%	-10.7%	0.6%	-2.1%	-4.2%	-9.7%	0.0%
COc1ccc(C(CC(=O)O)NC(=O)c2ccco2)cc1 (stereo not drawn)	2.9	-13.9%	8.2%	-14.9%	0.8%	-0.9%	4.6%	-5.6%	0.6%
Cc1ccc(C)c(NC(=O)c2cc(S(=O)(=O)N3CCc4ccccc4C3)ccc2F)c1	2.2	-12.8%[57.1 µM]	-1.4%	-11.7%[57.1 µM]	4.3%	-2.6%	7.3%	4.2%	-11.8%
O=C(CSc1nnc2c(n1)[nH]c1ccccc12)NC1CCCCC1	?	16.7%	28.3%	0.4%	-1.2%	-1.6%	0.1%	-14.5%	0.9%
CCCCN(CCCC)c1nc(-c2ccncc2)nc2ccccc12	4.3&0.9	12.1%	-9.8%	7.1%	-4.3%	1.4%	-3.8%	-15.6%	?
Cc1cc(C(=O)OCC(=O)NC(C)c2ccccc2)c(C)o1 (stereo not drawn)	-3.9	7.3%	14.2%	-2.3%	0.0%	1.2%	11.6%	-6.5%	0.6%
COc1cccc(CN(C)C[C@@H]2OCc3ccccc3-c3c(n(C)c4ccccc34)C(=O)N([C@@H](C)CO)C[C@H]2C)c1	6.1	.	.	.	7.3%	-4.2%	-3.9%	-13.1%	18.5%
CSc1ccc(S(=O)(=O)NCCCOC(C)C)cc1	-3.9	20.9%[57.1 µM]	-11.7%	1.3%	1.5%	2.1%	9.1%	-16.6%	3.9%
CC(C)Cc1nc(N2CCN(C(=O)C(C)C)CC2)c(C#N)c2c1CCC2	-2.4	-16.1%[57.1 µM]	-7.5%	55.6%[activator]	0.1%	-6.9%	-9.0%	-13.1%	-1.5%
CCc1cc(C(=O)N=Nc2c(O)[nH]c3ccc([N+](=O)[O-])cc23)c2ccccc2n1	-18.5	1.2%[57.1 µM]	7.3%	3.3%[57.1 µM]	?	-3.7%	5.0%	-0.9%	-12.3%
COc1cc(/C(C)=N/NC(=S)NC(C)C)cc(OC)c1OC	1.0	-21.4%	-5.5%	-14.1%	-0.4%	-4.6%	-3.1%	1.7%	6.4%
O=C1[C@@H]2CSCN2C(=O)CN1Cc1ccc(F)cc1	-12.6	20.3%[11.4 µM]	1.9%	11.3%[11.4 µM]	-1.7%	-3.5%	-1.3%	-20.2%	-2.6%
O=C(COC(=O)CNC(=O)c1ccc(Cl)cc1Cl)NC(=O)NCc1ccccc1	-1.6	6.6%	-23.8%	-0.2%	0.4%	-3.7%	3.5%	-17.8%	0.1%
O=C(CSc1ccccn1)Nc1ccc(Cl)c([N+](=O)[O-])c1	-10.8	14.4%[57.1 µM]	10.6%	7.9%[57.1 µM]	0.5%	-3.0%	-10.6%	-8.7%	4.0%
COc1cc(C(=O)NCCSc2ccccc2)cc(OC)c1OC	-4.5	25.6%	6.6%	7.7%	-2.5%	-1.1%	-0.5%	-12.4%	6.5%
CSc1ccc(C#N)cc1NC(=O)c1cccc(Cl)c1	-1.8	29.2%[57.1 µM]	-26.5%	5.1%[57.1 µM]	-8.6%	-0.3%	-2.5%	-9.9%	1.0%
Cc1ccc(NC(=O)CSCC(=O)Nc2ccccc2N2CCCCC2)cc1	-1.3	-22.1%	9.3%	-19.8%	-0.5%	-3.9%	-30.5%	-11.0%	3.3%
CCn1c(=O)c(CCC(=O)N2CCN(c3ccccn3)CC2)c(C)c2c(C)nn(-c3cccc(C)c3)c21	1.9	19.4%	-29.3%	9.8%	-2.5%	-1.8%	0.1%	-13.8%	5.2%
O=C(CCCCCN1C(=O)c2ccccc2C1=O)Nc1ccc(C(=O)O)cc1	-4.1	-6.1%	25.0%	-7.7%	0.9%	-4.3%	-5.3%	-13.1%	-8.6%
CCCCCCSc1nc(O)c(C2OC(=O)c3c2ccc(OC)c3OC)c(=O)n1-c1ccccc1 (stereo not drawn)	-1.3	-13.3%	-12.0%	-1.1%	?	?	-7.6%	-16.7%	4.3%
Cc1ccccc1CN1C(=O)Nc2ccccc2C(=O)N1C(C)(C)C	2.7	-8.5%[57.1 µM]	9.9%	6.4%[57.1 µM]	-0.2%	-1.9%	-6.1%	-0.8%	-4.7%
Cc1ccc(C)c(/C(O)=C2/C(=O)C(=O)N(CCN3CCOCC3)C2c2ccco2)c1 (stereo not drawn)	5.0	?	?	-6.5%	1.5%	-1.3%	-2.9%	-24.2%	3.8%

Screens (PubChem)
